# TDP1 cell noCPT – qHTS for Inhibitors of human tyrosyl-DNA phosphodiesterase 1 (TDP1): qHTS in cells in absence of CPT; DT40 Tdp1-/- hTDP1 cells, no CPT, ATP luminescence, 48 h; Potency, µM (doses to about 46.2 µM), inactives show at the top dose activity change, negative = growth inhibition, actives largely listed as inhibitors; 420,000 compounds, 15% hits; AID 686978, 2013; note: nearly all actives have a fitted effect of over 55% in size
#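 Seeded 400 DT40-hTDP1 cells/well (vehicle DMSO, no 20 nM CPT); pinned compounds; ≥48 hr at 37 °C; CellTiter-Glo luminescence as viability measure.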
# TDP1 block – qHTS Assay for Inhibitors of Tyrosyl-DNA Phosphodiesterase (TDP1); 350,000 compounds, 0.28% hits; Potency, µM (series often up to 130 µM), for the others: at the top dose activity change, negative = inhibition, actives largely listed as inhibitors; recombinant TDP1, AlphaScreen DNA substrate cleavage; Tyrosyl-DNA phosphodiesterase 1 (Homo sapiens), Q9NUW8; note: nearly all actives have a fitted effect of over 40% in size
#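 Steps: enzyme plus compound, 15 min RT; add biotin/phosphotyrosine-FITC oligonucleotide (15 nM final), react 5 min; add donor/acceptor beads (10 ug/ml final), 10 min; read AlphaScreen. Tdp1 at 1 nM final.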
# GCN5L2 inh – qHTS Assay for Inhibitors of GCN5L2 | GCN5L2 HAT assay, ThioGlo1 CoA-SH fluorescence | Potency, µM (doses to about 58.9 µM), inactives show at the highest dose activity change, negative = inhibition, actives largely listed as inhibitors | 390,000 compounds, 0.21% hits | AID 504327, 2011
# Target sequence (Q92830 whole entry, looked up): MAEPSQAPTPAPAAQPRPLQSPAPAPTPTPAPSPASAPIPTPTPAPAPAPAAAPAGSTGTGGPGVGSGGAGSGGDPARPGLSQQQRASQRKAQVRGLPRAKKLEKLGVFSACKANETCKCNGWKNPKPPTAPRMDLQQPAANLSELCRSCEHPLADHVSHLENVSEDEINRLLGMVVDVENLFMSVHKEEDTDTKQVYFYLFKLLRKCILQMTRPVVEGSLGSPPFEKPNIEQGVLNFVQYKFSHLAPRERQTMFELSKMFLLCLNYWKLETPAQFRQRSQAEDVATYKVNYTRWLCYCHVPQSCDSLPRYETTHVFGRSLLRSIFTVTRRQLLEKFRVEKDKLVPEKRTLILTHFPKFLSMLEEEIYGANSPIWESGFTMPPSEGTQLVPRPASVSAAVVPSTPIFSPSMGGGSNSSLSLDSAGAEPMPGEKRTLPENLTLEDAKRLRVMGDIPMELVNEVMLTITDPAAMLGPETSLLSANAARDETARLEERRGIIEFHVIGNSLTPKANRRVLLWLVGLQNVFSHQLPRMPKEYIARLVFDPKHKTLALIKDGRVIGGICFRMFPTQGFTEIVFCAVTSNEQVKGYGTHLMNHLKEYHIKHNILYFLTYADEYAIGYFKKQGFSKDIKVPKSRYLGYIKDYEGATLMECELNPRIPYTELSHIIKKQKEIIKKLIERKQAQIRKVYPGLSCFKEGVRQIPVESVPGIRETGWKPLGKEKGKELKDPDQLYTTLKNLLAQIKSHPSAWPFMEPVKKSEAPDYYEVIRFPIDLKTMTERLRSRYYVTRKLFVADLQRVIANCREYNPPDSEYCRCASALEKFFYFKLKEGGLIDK
#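 Titration-based screen in which CoA formation is detected via maleimide probe ThioGlo1 (50uM) turning fluorescent on thiol reaction; substrates H3(1-25) 75uM and acetyl-CoA 70uM, GCN5L2 20nM, 20 min incubation at room temperature.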
# * hit, by the source's call; ? = inconclusive; . = no result given; & = joins results of further samples; [ ] = remark or other dose. Calls come from the whole dose curve; as a rule, active = well fitted curve in the direction sought with a large enough effect; inconclusive = small, poorly fitted or top-dose-only effect, or another doubt; inactive = no such curve, though single readings can be large; an effect the other way counts as inactive or inconclusive. % is set by controls: 0 for no effect and ±100 for the full control effect; potency is the fitted concentration of half-maximal effect.
SMILES,TDP1 cell noCPT,TDP1 block,GCN5L2 inh
CCOC(=O)c1c(C)[nH]c(C)c1C(=O)COC(=O)[C@@H](NC(=O)c1ccccc1OCC)C(C)C,20.6µM*,5.6%,-7.8%
Cc1cc(C)n2nc(C(=O)OCC(=O)N(CC(C)C)C3CCS(=O)(=O)C3)nc2n1 (centres undefined),-5.6%,-0.2%,-4.3%
COc1ccc(C(=O)c2sc(Nc3ccccc3)c(C(=O)Nc3ccc(OC)c(OC)c3)c2N)cc1,16.4µM*,13.2%,-0.6%
Cc1cccc(-n2nc3c(c2NC(=O)c2ccco2)CS(=O)(=O)C3)c1C,10.3%,3.7%,-12.4%
Cc1cc(C)n2nc(-c3cccc(Br)c3)cc2n1,?,.,-6.6%
CCCC(CCC)c1nnc(NC(=O)c2ccco2)s1,-24.6%,.,1.9%
CCOC(=O)c1ccc(NC(=O)c2c(O)c3ccccc3n(C)c2=O)cc1,.,2.1%,-0.9%
CCCCNC(=O)C(=O)Nc1cc2c3c(c1)CCC(=O)N3CCC2,4.7%,2.8%,-2.7%
Cc1ccccc1S(=O)(=O)Cc1ccc(C(=O)NC(C)c2ccccc2)o1 (centres undefined),-11.0%,-0.8%,?
C/C=C(\C)c1nnc(NC(=O)OCC)s1,17.9%,1.0%,4.0%
Cc1cc(C)cc(C(=O)N2CCC(C(N)=O)CC2)c1,-0.2%,-11.3%,3.1%
COCCn1c(=O)c(CCc2ccccc2)nc2cnc(Nc3cccc(OC)c3)nc21,-13.8%,.,7.2%
O=C(CC(Nc1ccc(Cl)cc1)C(=O)O)c1ccccc1 (centres undefined),-26.4%,5.0%,1.6%
CCNC(=S)N(CCN(C)C)Cc1cc2cc(OCC)ccc2[nH]c1=O,-25.6%,3.0%,-9.3%
CCCC(=O)Nc1ccc(N2CCCCC2)cc1,-25.3%,1.0%,2.5%
CC1(C(=O)N(Cc2ccccc2)Cc2ccccc2)CC1(Br)Br (centres undefined),?,8.1%,-1.8%
CC(Oc1ccc(-c2ccccc2)c(F)c1)c1ccn(S(=O)(=O)c2ccc(F)cc2)n1 (centres undefined),?,-9.8%,-10.9%
Cc1onc(-c2c(F)cccc2Cl)c1C(=O)OCC(=O)NC(=O)NCC(C)C,7.31µM*,-2.6%,-6.3%
Cc1cccc(OCC(=O)NNC(=O)Nc2cccc(Cl)c2)c1C,-1.7%,1.1%,-0.5%
Cc1cccc(-c2nc(C#N)c(NCc3ccco3)o2)c1,-25.6%,10.3%,-9.0%
O=C(COc1ccc(Cl)cc1Cl)c1ccc[nH]1,-13.7%,0.0%,-9.1%
Cc1ccc(SCCC(=O)NCc2ccncc2)cc1,-19.1%,3.6%,-4.7%
CCc1nc(N)c(C#N)c(-c2ccco2)c1C,-1.1%,0.0%,0.9%
Cn1nc(C(=O)NCCCN2CCCCC2)c2c1-c1ccccc1S(=O)(=O)C2,8.7%,3.6%,0.8%
CC(=O)OC1CC2C(C)(C)C(O)CC[C@@]2(C)C2CC[C@@]3(C)C(c4ccoc4)OC(=O)C4OC43[C@]12C (some centres undefined),20.6µM*,15.2%[56.1 µM],-15.0%

# Shown with values under each structure: 2 of the compounds above
# Results follow in this order: TDP1 cell noCPT | TDP1 block | GCN5L2 inh
- Cc1ccc(SCCC(=O)NCc2ccncc2)cc1
  -19.1% | 3.6% | -4.7%
- CCOC(=O)c1ccc(NC(=O)c2c(O)c3ccccc3n(C)c2=O)cc1
  . | 2.1% | -0.9%

# Compound profiles (already shown):
# C/C=C(\C)c1nnc(NC(=O)OCC)s1 is listed with TDP1 cell noCPT = 17.9%; TDP1 block = 1.0%; GCN5L2 inh = 4.0%
# CCCCNC(=O)C(=O)Nc1cc2c3c(c1)CCC(=O)N3CCC2 is listed with TDP1 cell noCPT = 4.7%; TDP1 block = 2.8%; GCN5L2 inh = -2.7%
# Cc1ccccc1S(=O)(=O)Cc1ccc(C(=O)NC(C)c2ccccc2)o1 (centres undefined) is listed with TDP1 cell noCPT = -11.0%; TDP1 block = -0.8%; GCN5L2 inh = ?

# Additional compounds.
SMILES,TDP1 cell noCPT,TDP1 block,GCN5L2 inh
O=C(OCCN1CCCCC1)c1ccccc1Br,21.2%,.,25.7%
CC(C)C[C@H](NS(=O)(=O)c1ccc(Br)cc1)C(=O)O,-9.9%,-4.7%,-7.0%
COC(=O)C1CCN(S(=O)(=O)c2ccc(NC(C)=O)cc2)CC1,-13.9%,2.0%,-7.9%
COc1ccc(C(=O)CSc2nc(N)nc(SC)c2C#N)cc1,-11.8%,1.1%,-1.2%
CC12CN3CC(C)(CN(C1)C3c1ccc(Cl)cc1Cl)C2=O (centres undefined),-1.8%,2.4%,-0.3%
O=C(Oc1ccccc1C(=O)N1CCOCC1)c1ccc(Br)cc1,-1.0%,0.9%,3.1%
Cc1nnc(SCC(=O)Nc2ccc(Cl)cn2)[nH]c1=O,-11.5%,2.2%,-1.7%
O=C(O)/C(=C/c1ccco1)NC(=O)c1ccc(Br)o1,1.9%,.,-0.2%
Cc1ccc2nc(-c3ccc(NC(=O)COc4ccc(Br)cc4Br)cc3)sc2c1,0.9%,0.4%[12.3 µM],?
CCc1nc2sc3c(c2c(=O)o1)CCCC3,6.9%,-0.5%,-10.4%
CN1CCN(CCNC(=O)c2cn(Cc3ccccc3F)nn2)CC1,-2.2%,-2.6%,0.0%
CC1CCN(C(=O)c2c(NC(=O)c3ccccc3Cl)sc3c2CCC(C(C)(C)C)C3)CC1 (centres undefined),1.4%,.,-6.0%
CCSc1nc(=S)n(CC)c(C)c1C(C)=O,?,5.1%,.
Cc1cccc(C(=O)NC2CCN(C(=O)Nc3ccccc3C)CC2)c1,-38.1%,0.0%,-0.1%
CC1(C)CC[C@]2(C(=O)O)C(O)C[C@@]3(C)C(=CCC4[C@@]5(C)CCC(O)C(C)(C)C5CC[C@@]43C)C2C1 (some centres undefined),23.3%,9.7%[56.1 µM],-26.3%
Cc1cc(C)nc(SCc2ccc(C(=O)N/N=C/c3cccnc3)cc2)n1,.,4.2%,-7.6%
COc1ccc(C2/C(=C(/O)c3ccc(C)cc3)C(=O)C(=O)N2C)cc1 (centres undefined),2.2%,1.0%,-0.6%
CCN(CC)c1ccc(/C=N/NC(=O)C2CC2)cc1,?,5.5%,-11.7%
CCc1noc(C)c1C(=O)OC(C)C(=O)Nc1ccccc1OC (centres undefined),-29.8%,-1.3%,1.5%
COc1ccc(NC(=O)COc2ccc3c(C)cc(=O)oc3c2)cc1S(=O)(=O)N1CCCCC1,?,-6.0%[0.505 µM],-5.8%
CCN1C(=O)/C(=c2\sc3nc(=O)c(Cc4ccccc4)nn3c2=O)c2ccccc21,-5.3%,6.0%,-12.1%
CN(Cc1ccco1)C(=O)CN1C(=O)NC2(CCCCC2)C1=O,-8.7%,-18.0%,-1.9%
COc1ccc(NC(=O)COC(=O)c2ccc([N+](=O)[O-])o2)cc1Cl,3.9%,5.0%,-11.6%
C=CCc1c(C)nc2nc(SCC(=O)Nc3ccccc3CC)nn2c1C,?,5.2%,-9.8%
Cc1[nH]c(=O)[nH]c(=O)c1C1N2CC3(C(C)C)CN1CC(C(C)C)(C2)C3=O (centres undefined),3.7%,4.7%,-0.4%

# Fetched by structure from the list above, two records:
SMILES,TDP1 cell noCPT,TDP1 block,GCN5L2 inh
CCc1nc2sc3c(c2c(=O)o1)CCCC3,6.9%,-0.5%,-10.4%
CC12CN3CC(C)(CN(C1)C3c1ccc(Cl)cc1Cl)C2=O (centres undefined),-1.8%,2.4%,-0.3%

# Further records follow.
SMILES,TDP1 cell noCPT,TDP1 block,GCN5L2 inh
CC(C)CN1C(=O)c2ccc(C(=O)Nc3c[nH]c(=O)[nH]c3=O)cc2C1=O,-10.4%,-5.3%,-5.5%
CCOc1cc(CNCCc2ccccc2)ccc1OCC(=O)NC(C)(C)C,20.6µM*,-0.6%,0.5%
O=C(O)COCC(=O)Nc1ccccc1-c1ccccc1,7.2%,-2.5%,-2.6%
COc1cc(NC(=O)CC(C)S(=O)(=O)c2ccc3c(c2)CCN3C(C)=O)cc(OC)c1OC (centres undefined),-12.6%,11.3%,-0.6%
O=C(Nc1cc(Cl)ccc1Oc1ccccc1)c1ccccc1F,?,5.3%,-8.3%
CCN(c1ccc(Cl)cc1)S(=O)(=O)c1nnc(NC(=O)C(C)C)s1,-26.8%&-23.5%,-2.6%,4.0%&-9.2%
O=S(=O)(NCc1ccccn1)c1ccccn1,2.8%,.,-0.3%
COc1ccc(NC(=O)COc2cccc3c2CCN(Cc2cccnc2)C3=O)cc1,?,3.0%,-5.9%
CC(=O)Cn1ncc(N(C)Cc2ccccc2)c(Cl)c1=O,-1.3%,.,-11.2%
Cc1[nH]c2ccccc2c1C(=O)C(=O)N1c2ccccc2CC1C (centres undefined),?,5.0%,-3.5%
CCOc1ncccc1C(=O)OCC(=O)NCCc1ccc(S(N)(=O)=O)cc1,4.5%,0.6%,0.7%
Cn1nnc(NC(=S)NC(=O)/C=C/c2ccco2)n1,2.9%,-7.7%,-1.0%
CCOC(=O)CCP(=O)(O)C(O)(c1ccccc1)c1ccccc1,-9.0%,2.2%,-6.5%[0.501 µM]
COc1ccc(S(N)(=O)=O)cc1C(=O)NNC(=O)C1COc2ccccc2O1 (centres undefined),2.0%,-2.8%,1.2%
CCOC(=O)N1CCN(C(=O)/C=C/c2c(C)nn(-c3ccc(F)cc3)c2Cl)CC1,13µM*,0.0%,2.2%
CC(C)n1c(O)c(N=NC(=O)CNC(=O)c2cccnc2)c2ccccc21,-10.6%,4.9%,-3.4%
Cc1ccccc1C(=O)OC1OC(=O)C(Cl)=C1Nc1ccc(C(=O)O)cc1 (centres undefined),?,-7.0%,-18.7%
Cc1ccccc1NC(=O)C(=Cc1ccc(C(=O)O)cc1)C(=O)Nc1ccccc1C,8.2µM*,5.1%,-6.3%
COC(=O)c1sc2nc(CN3CCOCC3)nc(N3CCOCC3)c2c1C,-15.8%,4.5%,-3.6%
Cc1cc(NS(=O)(=O)c2ccc(NC(=O)COc3ccc(Br)cc3)cc2)nc(C)n1,?,1.4%,-21.1%
CC(C)[C@H](NC(=O)[C@@H]1Cc2ccccc2CN1C(=O)OC(C)(C)C)C(=O)NCC1CCCO1 (some centres undefined),3.7%,3.3%,8.6%
C#Cc1ccc(CN2CCN(CCc3ccccc3)C(CCO)C2)cc1 (centres undefined),-24.3%,.,-5.3%
CCCn1c2ccc(F)cc2c2nnc(SCCN3CCOCC3)nc21,?,.,-3.7%
COCCNC(=O)C(=O)NCCN1CCOCC1,8.3%,.,-6.7%
COC(=O)[C@H](C)NC(=O)Nc1ccc(OC)c(OC)c1,-6.7%,-2.1%,-0.1%

# The listing continues:
SMILES,TDP1 cell noCPT,TDP1 block,GCN5L2 inh
Nc1nc(SCC(=O)Nc2ncc(C(F)(F)F)cc2Cl)n[nH]1,3.1%,-10.3%,-13.9%
CCN(CC)c1ccc(C2C(C(N)=O)=C(C)Nc3nc(SCc4ccccc4Cl)nn32)cc1 (centres undefined),?,8.8%,0.6%
CCOc1ccc(NC(=O)CN(C)C(=O)C2CSC3(C)CCC(=O)N23)cc1OCC (centres undefined),-0.1%,0.1%,-4.3%
CCCCOc1cc(=O)[nH]c(=O)[nH]1,-7.3%,-1.1%,-6.3%
CCc1nc(SCc2ccccn2)[nH]c(=O)c1C,-13.1%,5.1%,4.9%
COCCCNC(=O)C(=O)NC1CCCCCC1,2.7%,0.0%,0.3%
O=C(NNC(=O)C1CC(=O)N(Cc2ccccc2)C1)c1ccc(Br)cc1 (centres undefined),2.8%,2.7%[56.1 µM],-1.4%
COc1cccc(/C=C2\SC(=O)N(CCC(=O)NC3CCS(=O)(=O)C3)C2=O)c1 (centres undefined),0.4%,4.7%,-17.2%
CC(C)(C)c1ccc(-c2nc(SCC(=O)Nc3ccccc3F)n3[nH]c(=O)cc3n2)cc1,?,2.6%,?

# Only part of the results is shown; rates above refer to the full screens.
